CSN inh – blocks human CSN-mediated cullin deneddylation | Q92905 | hit rate 0.38% among 360,000 | Purified CSN, SCF-Nedd8-OG deneddylation, fluorescence polarization | AID 651999 | inhibition, % at 12.5 µM;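 active = pattern-corrected inhibition above about 35%, with an unprinted fluorescence ratio check between 0.5 and 1.5, limit read from the data, passing the limit was not always enough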;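 also: 0% = enzyme with substrate and 100% = substrate without enzyme; some results filed as inactive read as strong as hits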
Target sequence (Q92905 whole entry, looked up, one chain of several): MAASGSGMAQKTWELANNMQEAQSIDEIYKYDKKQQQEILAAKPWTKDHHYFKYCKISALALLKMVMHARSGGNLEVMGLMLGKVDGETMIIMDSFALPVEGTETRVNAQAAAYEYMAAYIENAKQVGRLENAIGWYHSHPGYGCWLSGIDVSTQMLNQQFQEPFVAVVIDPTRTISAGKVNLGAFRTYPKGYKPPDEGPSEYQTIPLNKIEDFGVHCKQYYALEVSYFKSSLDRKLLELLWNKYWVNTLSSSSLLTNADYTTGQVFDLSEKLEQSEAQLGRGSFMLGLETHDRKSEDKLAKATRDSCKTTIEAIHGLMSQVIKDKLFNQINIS
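Detection – fluorescence polarization · System – HEK293T-derived human Csn5 enzyme · Controls – substrate-only high control, full reaction low control · Timing – 90 min, room temperature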
Tb MetRS inh – Trypanosoma brucei MetRS inhibition. hit rate 0.4% among 360,000. purified T. brucei MetRS, ATP depletion, Kinase-Glo luminescence. inhibition, % at 11.9 µM;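 active = inhibition above a per-plate cutoff of the control wells' mean inhibition plus 3 SD, cut at about 5.5% in these data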;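 also: 0% = DMSO wells median and 100% = median of wells with control inhibitor compound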
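Dosing: 11.9 µM compound single dose, 0.9% DMSO; Assay system: purified T. brucei MetRS enzyme; Measured by: Kinase-Glo luciferase luminescence reporting remaining unconsumed ATP; Schedule: 15 min plus 2 h at 25 °C.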
FAS-TE inh – inhibitors of human fatty acid synthase thioesterase domain; hit rate 0.67% among 360,000; inhibition, % at 15 µM; AID 602261; recombinant FAS-TE, OMFH fluorogenic substrate, fluorescence endpoint;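 active = compounds whose normalised, plate-corrected inhibition of enzyme fluorescence in the single-dose primary screen is 50% or more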;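 also: 0% = DMSO with enzyme and 100% = substrate without enzyme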
Rin1 Abl inh – inhibitors of human Rin1-Abl protein interaction. P00519+Q13671. TR-FRET Rin1/Abl binding, biochemical. inhibition, % at 7.35 µM. hit rate 0.4% among 360,000. AID 588664; in the data active = inhibition above about 5%, passing the limit was not always enough
eLon inh – inhibits E. coli Lon protease; P0A9M0; purified E. coli Lon protease, fluorescence polarization; inhibition, % at 7.94 µM; hit rate 0.42% among 360,000; AID 602123; in the data active = inhibition above about 13%, passing the limit was not always enough;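 also: 0% = enzyme with probe and DMSO and 100% = no enzyme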
MLLE-PAM2 inh – inhibitors of microRNA-mediated deadenylation, human PABP1 MLLE binding. hit rate 0.36% among 360,000. GST-MLLE / FITC-PAM2 fluorescence polarization. P11940. inhibition, % at 20 µM; in the data active = inhibition above about 35%, passing the limit was not always enough;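 also: plate controls were DMSO wells with GST-MLLE for no effect and wells lacking GST-MLLE protein for full effect; some results filed as inactive read as strong as hits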
Target sequence (P11940 whole entry, looked up): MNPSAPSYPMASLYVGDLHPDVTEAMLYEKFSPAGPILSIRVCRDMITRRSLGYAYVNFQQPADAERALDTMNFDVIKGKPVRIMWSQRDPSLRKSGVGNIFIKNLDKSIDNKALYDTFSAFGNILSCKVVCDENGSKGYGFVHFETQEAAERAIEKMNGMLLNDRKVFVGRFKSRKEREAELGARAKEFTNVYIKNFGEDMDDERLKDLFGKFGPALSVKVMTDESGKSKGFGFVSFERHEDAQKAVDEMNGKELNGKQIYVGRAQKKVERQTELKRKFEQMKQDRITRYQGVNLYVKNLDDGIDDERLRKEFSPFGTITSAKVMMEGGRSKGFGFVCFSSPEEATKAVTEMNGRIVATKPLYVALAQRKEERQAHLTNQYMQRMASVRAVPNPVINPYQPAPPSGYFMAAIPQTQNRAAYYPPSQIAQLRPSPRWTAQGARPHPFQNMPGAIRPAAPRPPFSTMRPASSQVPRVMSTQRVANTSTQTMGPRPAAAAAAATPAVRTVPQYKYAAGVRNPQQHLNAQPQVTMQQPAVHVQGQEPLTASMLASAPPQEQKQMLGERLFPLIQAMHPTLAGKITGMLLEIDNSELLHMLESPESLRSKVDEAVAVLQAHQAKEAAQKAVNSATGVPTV
MsrA inhibitor – inhibits bovine methionine sulfoxide reductase A. purified bovine MsrA, absorbance read-out. inhibition, % at 15.5 µM. hit rate 0.75% among 360,000; in the data active = inhibition above about 4.5%;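 also: 0% = vehicle wells with enzyme and 100% = reference inhibitor wells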
Neddylation inh – inhibitors of human cullin neddylation; P61081+Q13564; TR-FRET cullin neddylation, biochemical; calls only at 25 µM; hit rate 0.58% among 360,000; in the data active = inhibition above about 36%
bovine MsrA act – bovine methionine sulfoxide reductase A activation | purified bovine MsrA, absorbance read-out | activation, % at 10.6 µM | hit rate 0.3% among 360,000 | AID 602163; in the data active = activation above about 7.5%;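 also: 0% = vehicle and 100% = reference activator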
Numbers without * were called inactive. Random draw from the library; any-hit rate near 4%.

O=C(O)c1ccc(C2Nc3ccccc3C(=O)N2Cc2ccccc2)cc1 (stereo not drawn) was read as CSN inh 2, Tb MetRS inh 0.7, FAS-TE inh -2, Rin1 Abl inh 2, eLon inh 0, MLLE-PAM2 inh -14, MsrA inhibitor -0.3 and bovine MsrA act -1.
`CC(=O)Nc1ccc(S(=O)(=O)Oc2ccc(C=O)cc2)cc1` gave CSN inh -7, Tb MetRS inh -0.7, FAS-TE inh -9, Rin1 Abl inh 2, eLon inh 2, MLLE-PAM2 inh 19, MsrA inhibitor 0.1, Neddylation inh inactive and bovine MsrA act -11.
Screening COc1ccccc1CCNC(=O)CCCn1nc(C)c2c(C)n(-c3ccc(C)cc3)nc2c1=O returned CSN inh -4, Tb MetRS inh -0.1, FAS-TE inh -4, Rin1 Abl inh 0, eLon inh -6, MLLE-PAM2 inh -5, MsrA inhibitor -1.1, Neddylation inh inactive and bovine MsrA act -2.
`COc1ccc(CCNC(=O)CN2C(=O)NC3(CCc4ccccc43)C2=O)cc1` (stereo not drawn) gave CSN inh -6, Tb MetRS inh -0.5, FAS-TE inh -4, Rin1 Abl inh 2, eLon inh -18, MLLE-PAM2 inh -38, MsrA inhibitor 0.8, Neddylation inh inactive and bovine MsrA act -1.
`Cn1c(=O)c2[nH]c(SCC(=O)c3ccc(F)cc3)nc2n(C)c1=O` gave CSN inh -2, Tb MetRS inh -0.8, FAS-TE inh -7, Rin1 Abl inh -2, eLon inh 11, MLLE-PAM2 inh 26, MsrA inhibitor -1.3, Neddylation inh inactive and bovine MsrA act -3.
Screening NC(=O)NOCc1ccccc1 returned CSN inh 6, Tb MetRS inh -0.9, FAS-TE inh -4, Rin1 Abl inh 5, eLon inh -4, MLLE-PAM2 inh 9, MsrA inhibitor 0.5, Neddylation inh inactive and bovine MsrA act -5.
`COCCNC(=O)CN1C(=O)NC2(CCCc3cc(OC)ccc32)C1=O` (stereo not drawn) gave CSN inh 1, Tb MetRS inh -0.7, FAS-TE inh -5, Rin1 Abl inh 2, eLon inh -1, MLLE-PAM2 inh 9, MsrA inhibitor 1.4, Neddylation inh inactive and bovine MsrA act 0.
Screening CC1(CCc2ccccc2)NC(=S)N(c2ccc(Cl)cc2)N1 (stereo not drawn) returned CSN inh -8, Tb MetRS inh -0.9, FAS-TE inh 24, Rin1 Abl inh -1, eLon inh -9, MLLE-PAM2 inh -28, MsrA inhibitor 0.7, Neddylation inh inactive and bovine MsrA act -9.
For COc1ccc(-c2csc(NC(=O)CN3C(=O)C4CCCCC4C3=O)n2)c(OC)c1 (stereo not drawn) the results were CSN inh 2, Tb MetRS inh -0.6, FAS-TE inh 7, Rin1 Abl inh -1, eLon inh -4, MLLE-PAM2 inh -5, MsrA inhibitor 0.7, Neddylation inh inactive and bovine MsrA act -7.
Screening COC(=O)c1c(NC(=O)CSc2nnc3ccccn23)sc2c1CCC2 returned CSN inh 1, Tb MetRS inh 0.7, FAS-TE inh -4, Rin1 Abl inh -2, eLon inh -19, MLLE-PAM2 inh 13, MsrA inhibitor 1.9, Neddylation inh inactive and bovine MsrA act -1.
For COc1ccc(NC(=O)[C@H](CCS(C)(=O)=O)N2Cc3ccccc3C2=O)c(OC)c1 the results were CSN inh -3, Tb MetRS inh 0.0, FAS-TE inh -8, Rin1 Abl inh 4, eLon inh -2, MLLE-PAM2 inh 5, MsrA inhibitor 1.2, Neddylation inh inactive and bovine MsrA act -6.
C[C@@H]1C(c2ccc(F)cc2)=NN(c2ccc(Br)cc2)[C@H]1C(=O)N1CCOC1=O was read as CSN inh -3, Tb MetRS inh -0.5, FAS-TE inh 48, Rin1 Abl inh 4, eLon inh -12, MLLE-PAM2 inh 2, MsrA inhibitor 2.9 and bovine MsrA act -1.
`O=C(Cc1ccccc1)Nc1ccnn1C1CCN(Cc2ccc(CO)o2)CC1` gave CSN inh -4, Tb MetRS inh 0.4, FAS-TE inh -4, Rin1 Abl inh 3, eLon inh -18, MLLE-PAM2 inh 9, MsrA inhibitor -0.7, Neddylation inh inactive and bovine MsrA act 2.
Screening COc1cccc(C(=O)C2CCCN(Cc3ccc(OC)c(Cn4cncn4)c3)C2)c1 (stereo not drawn) returned CSN inh 0, Tb MetRS inh -0.9, FAS-TE inh -4, Rin1 Abl inh 1, eLon inh -5, MLLE-PAM2 inh -15, MsrA inhibitor -0.3, Neddylation inh inactive and bovine MsrA act -7.
For CCOC(=O)c1c(C)[nH]c(C)c1-c1ccccc1OC the results were CSN inh 3, Tb MetRS inh -1.3, FAS-TE inh -2, Rin1 Abl inh -2, eLon inh -11, MLLE-PAM2 inh -9, MsrA inhibitor 0.8, Neddylation inh inactive and bovine MsrA act -4.
`COc1ccc(Cn2c(=O)[nH]c3cc(C(=O)NCCCN4CCCCC4)ccc3c2=O)cc1` gave CSN inh 3, Tb MetRS inh 0.1, FAS-TE inh -4, Rin1 Abl inh -3, eLon inh -12, MLLE-PAM2 inh -4, MsrA inhibitor 1.6, Neddylation inh inactive and bovine MsrA act 0.
`COc1ccc(-c2nn(-c3ccccc3)cc2C(=O)Nc2cccc(S(=O)(=O)NC3=NCCC3)c2)cc1` gave CSN inh 3, Tb MetRS inh -0.2, FAS-TE inh 31, Rin1 Abl inh 2, eLon inh 5, MLLE-PAM2 inh -3, MsrA inhibitor 0.0, Neddylation inh inactive and bovine MsrA act -2.
Screening O=c1[nH]cc(S(=O)(=O)N2CCOCC2)c(=O)[nH]1 returned CSN inh -5, Tb MetRS inh -0.2, FAS-TE inh -4, Rin1 Abl inh -2, eLon inh -4, MLLE-PAM2 inh 14, MsrA inhibitor -1.5, Neddylation inh inactive and bovine MsrA act 0.
O=C(CSc1nnc(-c2ccccc2F)n1C1CCCCC1)N1CCCC1 was read as CSN inh 1, Tb MetRS inh -1.0, FAS-TE inh -7, Rin1 Abl inh 0, eLon inh -8, MLLE-PAM2 inh -4, MsrA inhibitor -0.6, Neddylation inh inactive and bovine MsrA act -4.
For O=C(c1cn(-c2ccccc2)nc1-c1cccnc1)N1CCCC(C(F)(F)F)C1 (stereo not drawn) the results were CSN inh 3, Tb MetRS inh -0.1, FAS-TE inh 36, Rin1 Abl inh -2, eLon inh -18, MLLE-PAM2 inh -20, MsrA inhibitor -0.4, Neddylation inh inactive and bovine MsrA act -1.

Ordered by molar mass (descending): some entries from above
For O=C(c1cn(-c2ccccc2)nc1-c1cccnc1)N1CCCC(C(F)(F)F)C1 (stereo not drawn) the results were CSN inh 3, Tb MetRS inh -0.1, FAS-TE inh 36, Rin1 Abl inh -2, eLon inh -18, MLLE-PAM2 inh -20, MsrA inhibitor -0.4, Neddylation inh inactive and bovine MsrA act -1.
`O=C(Cc1ccccc1)Nc1ccnn1C1CCN(Cc2ccc(CO)o2)CC1` gave CSN inh -4, Tb MetRS inh 0.4, FAS-TE inh -4, Rin1 Abl inh 3, eLon inh -18, MLLE-PAM2 inh 9, MsrA inhibitor -0.7, Neddylation inh inactive and bovine MsrA act 2.
Screening CC1(CCc2ccccc2)NC(=S)N(c2ccc(Cl)cc2)N1 (stereo not drawn) returned CSN inh -8, Tb MetRS inh -0.9, FAS-TE inh 24, Rin1 Abl inh -1, eLon inh -9, MLLE-PAM2 inh -28, MsrA inhibitor 0.7, Neddylation inh inactive and bovine MsrA act -9.

(listing goes on)
Screening CCn1cc(CNC(=S)Nc2cccc(Cl)c2C)cn1 returned CSN inh -3, Tb MetRS inh -1.1, FAS-TE inh 0, Rin1 Abl inh 3, eLon inh 8, MLLE-PAM2 inh 13, MsrA inhibitor -1.2, Neddylation inh inactive and bovine MsrA act -14.
For CSc1cccc(NC(=S)N(C(C)C)C(C)c2ccccn2)c1 (stereo not drawn) the results were CSN inh 2, Tb MetRS inh -0.9, FAS-TE inh 18, Rin1 Abl inh 4, eLon inh -9, MLLE-PAM2 inh 20, MsrA inhibitor 0.8, Neddylation inh inactive and bovine MsrA act -9.
For COc1ccc(-c2cnn3cc(-c4cccc(Cl)c4)cnc23)cc1 the results were CSN inh -3, Tb MetRS inh -0.5, FAS-TE inh -3, Rin1 Abl inh 2, eLon inh -7, MLLE-PAM2 inh 3, MsrA inhibitor 2.9, Neddylation inh inactive and bovine MsrA act -1.
`COc1ccccc1NC(=O)N(C)C[C@@H]1OCc2cn(nn2)CCCC(=O)N([C@H](C)CO)C[C@H]1C` gave CSN inh -4, Tb MetRS inh 0.2, FAS-TE inh -4, Rin1 Abl inh -1, eLon inh -5, MLLE-PAM2 inh 19, MsrA inhibitor -0.7, Neddylation inh inactive and bovine MsrA act -2.
COc1cc2c(cc1OC)C(C)N(C(=O)[C@@H](NC(=O)c1ccccc1)C(C)C)CC2 (stereo partly drawn) was read as CSN inh -3, Tb MetRS inh 0.2, FAS-TE inh -2, Rin1 Abl inh 1, eLon inh 0, MLLE-PAM2 inh 6, MsrA inhibitor -1.9, Neddylation inh inactive and bovine MsrA act 1.
CC(C)CCn1c(CN2CCN(Cc3ccccc3)CC2)nc2c1c(=O)n(C)c(=O)n2C was read as CSN inh 0, Tb MetRS inh -0.5, FAS-TE inh 15, Rin1 Abl inh -2, eLon inh 5, MLLE-PAM2 inh -1, MsrA inhibitor 0.1, Neddylation inh inactive and bovine MsrA act 0.
Screening CN(c1ccc(OCC(=O)OCC(=O)NC2CCCC2)cc1)S(=O)(=O)c1ccc2ccccc2c1 returned CSN inh 0, Tb MetRS inh -0.8, FAS-TE inh 10, Rin1 Abl inh -5, eLon inh 0, MLLE-PAM2 inh -8, MsrA inhibitor -0.9, Neddylation inh inactive and bovine MsrA act -2.
For CC1=C(C(N)=O)C(c2ccc(Cl)cc2)NC(=O)N1 (stereo not drawn) the results were CSN inh -2, Tb MetRS inh 0.1, FAS-TE inh -9, Rin1 Abl inh -1, eLon inh -8, MLLE-PAM2 inh 8, MsrA inhibitor -1.4, Neddylation inh inactive and bovine MsrA act -1.
For COc1ccc(CNc2ccc([N+](=O)[O-])cn2)cc1 the results were CSN inh -1, Tb MetRS inh 0.8, FAS-TE inh 5, Rin1 Abl inh 2, eLon inh 7, MLLE-PAM2 inh -5, MsrA inhibitor 3.0, Neddylation inh inactive and bovine MsrA act -3.
COCCNC(=O)c1ccc(CS(=O)(=O)c2cccc(C(F)(F)F)c2)o1 was read as CSN inh -6, Tb MetRS inh 0.3, FAS-TE inh -5, Rin1 Abl inh 2, eLon inh 0, MLLE-PAM2 inh 9, MsrA inhibitor -0.3, Neddylation inh inactive and bovine MsrA act -1.
CCO[C@@H]1OC(C(=O)NCc2nc3ccccc3[nH]2)=C[C@H](c2ccccc2)[C@H]1CCCO was read as CSN inh 0, Tb MetRS inh 8.6*, FAS-TE inh -7, Rin1 Abl inh 2, eLon inh -2, MLLE-PAM2 inh -8, MsrA inhibitor -0.8, Neddylation inh inactive and bovine MsrA act -8.
O=C(CN1CCCCC1)Nc1nc(-c2ccc(F)c(F)c2)cs1 was read as CSN inh -5, Tb MetRS inh -1.1, FAS-TE inh 8, Rin1 Abl inh -1, eLon inh 9, MLLE-PAM2 inh -5, MsrA inhibitor -0.1, Neddylation inh inactive and bovine MsrA act 1.
For CCN1C(=O)[C@H]2[C@@H](c3ccc(-c4ccc(OC)cc4)c(OC)c3)N[C@@](C)(C(=O)OC)[C@H]2C1=O the results were CSN inh -1, Tb MetRS inh 0.4, FAS-TE inh -7, Rin1 Abl inh 2, eLon inh -6, MLLE-PAM2 inh -6, MsrA inhibitor -0.7 and bovine MsrA act -4.
For COC(=O)C(C(=O)OC)c1ncccc1[N+](=O)[O-] the results were CSN inh 1, Tb MetRS inh -0.4, FAS-TE inh -5, Rin1 Abl inh 0, eLon inh 2, MLLE-PAM2 inh -2, MsrA inhibitor 0.0, Neddylation inh inactive and bovine MsrA act -4.

Screens: PubChem, several laboratories
